# Screening data deposited in PubChem BioAssay by National Center for Advancing Translational Sciences (NCATS).
# BRCT PPI red = qHTS Assay for Inhibitors of BRCT-Phosphoprotein Interaction (Red Fluorophore) | BRCT-phosphopeptide binding, red fluorescence polarization | Breast cancer type 1 susceptibility protein (Homo sapiens), P38398 | actives 0.03% (n = 75,000) | Potency, µM (series often up to 76.9 µM), for inactives: top-dose activity change, negative = inhibition, usual class: inhibitors; note: % is set by controls: 0 for no effect and ±100 for the full control effect
#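 Fluorescence polarization: 100 nM His-tagged BRCA1 BRCT with 100 nM TAMRA-labelled phospho-BACH1 decapeptide, phosphate buffer pH 7.3 with 150 mM NaCl, DTT, 0.01% Tween 20; 12 min RT. Binding inhibition seen as FP decrease.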
# 15-hLO inh = qHTS Assay for Inhibitors of 15-hLO (15-human lipoxygenase); purified 15hLO-1, xylenol orange hydroperoxide absorbance; Potency, µM (doses to about 57.1 µM), without a hit: top-dose activity change, negative = inhibition, actives largely listed as inhibitors; actives 1.4% (n = 74,000); note: potency is the fitted concentration of half-maximal effect; % is set by controls: 0 for no effect and ±100 for the full control effect; nearly all actives have a fitted effect of over 55% in size
# Target sequence (P16050 whole entry, looked up): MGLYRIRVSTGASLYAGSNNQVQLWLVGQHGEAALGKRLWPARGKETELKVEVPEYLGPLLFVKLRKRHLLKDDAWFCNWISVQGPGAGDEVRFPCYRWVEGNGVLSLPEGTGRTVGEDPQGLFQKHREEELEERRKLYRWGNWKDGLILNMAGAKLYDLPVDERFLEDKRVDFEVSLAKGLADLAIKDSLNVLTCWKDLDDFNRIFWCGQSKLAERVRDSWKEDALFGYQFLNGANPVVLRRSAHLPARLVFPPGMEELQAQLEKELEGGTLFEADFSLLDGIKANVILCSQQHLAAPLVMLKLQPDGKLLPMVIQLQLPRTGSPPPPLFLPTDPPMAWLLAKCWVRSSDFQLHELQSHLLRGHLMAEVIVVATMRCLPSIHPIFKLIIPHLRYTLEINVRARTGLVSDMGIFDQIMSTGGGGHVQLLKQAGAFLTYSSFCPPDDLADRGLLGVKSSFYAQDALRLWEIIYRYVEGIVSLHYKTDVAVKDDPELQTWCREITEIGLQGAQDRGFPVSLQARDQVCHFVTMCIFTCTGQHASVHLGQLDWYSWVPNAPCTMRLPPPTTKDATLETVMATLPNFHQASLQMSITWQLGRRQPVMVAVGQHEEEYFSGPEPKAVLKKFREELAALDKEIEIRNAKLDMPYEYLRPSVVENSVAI
#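 Quantitative HTS in 25 mM Hepes pH 7.5 containing 0.01% Triton X-100: human 15hLO-1 at 40 nM, arachidonic acid at 50 uM, 6 min turnover. Product quantified via ferrous oxidation/xylenol orange, 573:405 nm absorbance ratio.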
# GFP derepression = qHTS Assay for Epigenetic Modulators. actives 0.09% (n = 68,000). mouse C127i GFP locus derepression, cytometry, 30 h. Potency, µM (highest dose often 46.1 µM), for the others: at the highest dose GFP derepression (activation); note: % of control where 0% means no effect
#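 Murine C127i mammary cells carrying a silenced, stably integrated CMV-driven GFP reporter were treated with compound for 30 hours at 37 C. After PBS washes, GFP-positive cells were counted by laser-scanning microplate cytometry.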
# CRE Fsk mod = Cell signaling CRE-BLA (Fsk stim); Potency, µM (series often up to 38.2 µM), for inactives: top-dose activity change, negative = inhibition, most hits filed as activators; CHO CRE-bla reporter (cAMP response element driving beta-lactamase), forskolin EC10, beta-lactamase ratio; AID 662, 2007; actives 2.5% (n = 71,000); active = well fitted activation curve with a large enough effect in the signal ratio, with a control signal flat, not every such curve was filed as active; inconclusive = small, poorly fitted or top-dose-only effect, or effect the other way, or a change in a side signal; the % refers to the signal ratio; note: potency is the fitted concentration of half-maximal effect; % of control where 0% means no effect
#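 AC50 values, positive or negative, reflect shifts in EC10 NKH 477-induced CRE-bla reporter activity in CHO cells. Incubation lasted 3 h at 37 °C before CCF4 substrate (2 h, room temperature) and ratiometric 460/530 nm reading.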
# A350 autofl = qHTS Assay for Spectroscopic Profiling in A350 Spectral Region; Compound autofluorescence, 340/450 nm, Alexa 350 dye-equivalents; hits give high values; max dye-equivalent concentration, M; actives 11% (n = 59,000); in the data active = max dye-equivalent concentration above about 10 nM; inconclusive = mostly about 1.1 nM to 9.6 nM
# HBB splicing = qHTS Assay for Modulators of Hemoglobin Beta Chain Splicing; AID 925, 2007; actives 0.06% (n = 65,000); Potency, µM (doses to about 46.1 µM), for the others: at the top dose activation, usual class: activators; HBB splicing reporter cell assay, activation; EGFP reporter with mutant IVS2-654 intron; response scale: normalised to 500 nM splice-correcting PNA; note: potency is the fitted concentration of half-maximal effect; 0% is about no effect
#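 HeLa cells stably expressing EGFP interrupted by mutant beta-globin intron 2 (IVS2-654), 500/well in 2% FCS. Treated with compound for 2 days at 37C. Splicing correction scored as total well GFP intensity (488 nm excitation, 500-520 nm emission); 500 nM antisense PNA served as control.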
# 4MU fluor = qHTS Assay for Spectroscopic Profiling in 4-MU Spectral Region | compound autofluorescence, 340/450 nm, 4-MU equivalents; hits give high values | max dye-equivalent concentration, M | actives 11% (n = 59,000); in the data active = max dye-equivalent concentration above about 10 nM; inconclusive = mostly about 1.1 nM to 9.6 nM
#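 Intrinsic fluorescence at 340/450 nm (ex/em) was read after 15 min at room temperature in pH 8.0, 100 mM Tris. Each compound concentration expressed as 4-MU-equivalent concentration from a six-point 4-MU standard series on each plate.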
# Pol III holo inh = qHTS Assay for Inhibitors of DNA Polymerase III Holoenzyme System; reconstituted DNA polymerase III holoenzyme replication, biochemical; Potency, µM (doses to about 57.1 µM), without a hit: at the top dose activity change, negative = inhibition; actives 0.25% (n = 71,000); AID 603, 2007; note: potency is the fitted concentration of half-maximal effect; % is set by controls: 0 for no effect and ±100 for the full control effect
#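 Reconstituted *E. coli* holoenzyme (0.35 nM Pol III, 1 nM beta, 154 nM SSB, 2 nM primase) was preincubated with compound for 15 min at RT. Synthesis on 1.4 nM ssM13Gori ran 35 min, then was stopped with PicoGreen/EDTA and read as dsDNA fluorescence.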
# Ub-GFP proteasome = Ubiquitin-GFP Assay. AID 526, 2006. 67,000 tested, under 10 active. Ubiquitin-GFP reporter cells, proteasome inhibition, GFP fluorescence; response scale: untreated = 0%, 10 µM MG-132 = 100%. Potency, µM (series often up to 45.9 µM), without a hit: top-dose activation (GFP accumulation), actives largely listed as activators; active = well fitted activation curve with a large enough effect, not every such curve was filed as active; inconclusive = small, poorly fitted or top-dose-only effect, or another doubt; inactive = no such curve, though single readings can be large or run the other way; note: potency is the fitted concentration of half-maximal effect
#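 U2OS cells expressing ubiquitin(G76V)-GFP, seeded overnight in 0.5% FBS medium, then treated 4 hr at 37 C across 46 uM to 2.9 nM. GFP-positive cells counted by laser cytometry (488 ex/515 em); %activity scaled between basal and 10 uM MG-132.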
# Hsp90 Hop PPI = qHTS Assay for Disrupters of an Hsp90 Co-Chaperone Interaction; AID 595, 2007; Hsp90 C-terminal peptide / TPR2A (Hop) interaction, human; Potency, µM (titrated, usually from 57 µM), without a hit: at the top dose activity change, negative = inhibition; AlphaScreen TPR2A-His6 binding biotin-Hsp90 C-terminal peptide; actives 0.44% (n = 71,000); active = well fitted curve in either direction with a large enough effect; inconclusive = small, poorly fitted or top-dose-only effect, or another doubt; note: potency is the fitted concentration of half-maximal effect; % is set by controls: 0 for no effect and ±100 for the full control effect; many of its hits are not listed in these tables
# BRCT inh green = qHTS Assay for Inhibitors of BRCT-Phosphoprotein Interaction (Green Fluorophore). BRCA1 BRCT-phosphopeptide binding, green fluorescence polarization. AID 875, 2007. Potency, µM (doses to about 76.9 µM), for inactives: at the highest dose activity change, negative = inhibition, hits mostly inhibitors. Breast cancer type 1 susceptibility protein (Homo sapiens), P38398. actives 0.05% (n = 75,000);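 note: potency is the fitted concentration of half-maximal effect; plate controls were peptide without protein for full effect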
#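 Compounds were incubated for 12 min at room temperature with a complex of 100 nM fluorescein-tagged pBACH1 decapeptide and 250 nM His-tagged BRCT protein. Buffer was phosphate pH 7.3 with EDTA, DTT and Tween 20. Disruption of binding lowers the polarization signal.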
# Numbers without * were called inactive; i = inactive; ? = inconclusive; · = not tested or not shown; [ ] = another dose, or the depositor's remark. Unless noted, calls come from the whole dose curve; as a rule, active = well fitted curve in the direction sought with a large enough effect; inconclusive = small, poorly fitted or top-dose-only effect, or another doubt; inactive = no such curve, though single readings can be large; an effect the other way counts as inactive or inconclusive.
SMILES	BRCT PPI red	15-hLO inh	GFP derepression	CRE Fsk mod	A350 autofl	HBB splicing	4MU fluor	Pol III holo inh	Ub-GFP proteasome	Hsp90 Hop PPI	BRCT inh green
Cc1ccc(CN2CCN(C(=O)C3CCC3)CC2)cc1	1.6%	2.5%	0.0%	-2.9%	?	6.8%	i	0.2%	-3.6%	-1.4%	0.8%
Oc1ccccc1C1=Nc2nc3ccccc3n2C(c2ccccc2)C1 (configuration not stated)	0.7%	-18.3%	-2.0%	9.9%	?	0.6%[1.84 µM]	?	10.7%	10.7%	-21.0%	2.5%
CC1CCN(C(=S)c2ccccc2O)CC1	-2.2%	?	0.0%	-2.4%	i	-0.1%	i	5.7%	-4.1%	?	0.2%
Cc1cccc(OCc2nc(C#N)c(NCc3ccc4c(c3)OCO4)o2)c1	-0.9%	-22.6%	-1.0%	6.9%	i	·	i	-3.3%	2.6%	?	2.7%
CCOC(=O)c1nnc2ccnn2c1N	-1.7%	-3.2%	-2.0%	8.0%	?	-0.9%	?	-2.7%	-7.9%	-3.9%	-2.4%
COC(=O)c1cc(NS(=O)(=O)c2ccc(OC)c(OC)c2)ccc1Cl	-0.3%	-1.9%	-1.2%	13.8%	i	-0.9%	i	-2.3%	-2.1%	0.0%	0.0%
COc1ccc(OC)c(-n2nnnc2SCC(=O)NCCc2ccccc2)c1	0.8%	-0.4%	-1.0%	-9.5%	i	0.2%	i	-4.6%	2.2%	1.6%	-0.2%
O=C(Cc1c[nH]c2ccccc12)Nc1nccs1	-2.9%	5.7%	-2.5%	-20.7%	i	-2.8%	i	-2.4%	0.3%	-0.8%	1.5%
Cc1ccc(OCC(=O)N2CCCCC2)c(Br)c1	-0.6%	5.7%	-3.3%	6.1%	i	1.1%	i	3.4%	-4.0%	-5.0%	0.4%
O=C(O)c1ccc(CS(=O)c2cccc(C(F)(F)F)c2)o1 (configuration not stated)	-0.3%	-1.4%	-2.1%	-12.7%	i	1.3%[0.369 µM]	i	-4.0%	·	?	0.0%
CCc1cc(=O)n2[nH]c(C)c(-c3ccccc3OC)c2n1	0.7%	8.7%	0.8%	-12.8%	·	-0.2%	·	-7.5%	-3.1%	-2.9%	0.1%
O=C(O)C[C@@H]1CCCc2ccccc2[C@H]1O	1.3%	3.5%	1.1%	-0.5%	i	0.2%	i	-0.9%	2.3%	-1.0%	-2.3%
Cc1nn(C)cc1CNC(=O)c1ccccc1Br	-0.5%	0.5%	2.1%	4.5%	i	-0.7%	i	-0.7%	-2.9%	-3.4%	-0.6%
O=C(c1ccc(Cl)c(Cl)c1)N(Cc1ccco1)c1ccc(O)cc1	-0.6%	?	3.2%	2.3%	i	3.1%	i	5.4%	-2.3%	-4.4%	0.5%
N[C@@H](Cn1cc(I)c(=O)n(Cc2ccc(C(=O)O)cc2)c1=O)C(=O)O	0.3%	-9.0%[25.6 µM]	-1.4%	0.8%	·	·	·	-7.8%	-7.4%	-5.5%	-2.8%
COc1ccc(CN2C(=O)CN(C3CCCCCC3)C(=O)C2c2ccc(OC)c(OC)c2)cc1 (configuration not stated)	0.6%	0.7%	0.0%	?	?	0.1%	i	-9.5%	1.7%	-4.2%	-1.5%
Cc1cc(C)nc(-n2nc(C)cc2NC(=O)CN2CCCC(C)C2)n1 (configuration not stated)	-1.7%	13.4%	-1.0%	?	i	-1.4%	i	-5.4%	4.5%	-6.6%	1.1%
Clc1ccccn1	0.3%	-4.4%	·	-4.6%	·	-0.6%	·	-3.6%	·	-2.4%	-3.5%
CCC(c1nnnn1CCOC)N1CCN(Cc2ccccc2OC)CC1 (configuration not stated)	1.3%	-5.3%	-2.5%	-8.7%	i	2.8%	i	-8.6%	3.0%	-2.2%	0.6%
O=C(NCc1cccnc1)c1cc(-c2ccco2)on1	-0.2%	1.1%	-1.1%	-7.4%	i	0.6%	i	-2.6%	7.1%	-2.4%	-1.1%
COc1cccc(-c2oc3ccccc3c(=O)c2O)c1	2.1%	-26.8%[25.6 µM]	-4.7%[9.22 µM]	-11.3%	?	·	?	-7.0%	6.1%	?	-2.3%
CCn1c(C)c2c(C)nnc(C)c2c1C	-1.9%	?	0.0%	9.4%	·	-5.6%	·	1.4%	-6.2%	-5.3%	-2.0%
c1csc(Cn2nnnc2CN2CCN(c3nc4ccccc4s3)CC2)c1	-0.3%	-8.9%	1.3%	-21.1%	i	3.7%	i	-6.3%	2.9%	-2.4%	0.3%
CCOC(=O)C1CCCN(c2cc(=O)n(Cc3ccc(F)cc3)c(=O)[nH]2)C1 (configuration not stated)	-0.7%	-15.6%	2.0%	-6.0%	i	-1.1%	i	-6.8%	4.0%	-2.5%	1.4%
CC1=C(C(=O)OCC2CCCO2)C(c2cccc(O)c2)NC(=O)N1 (configuration not stated)	0.0%	5.4%	-2.0%	0.9%	·	-5.3%	·	-2.1%	6.8%	-7.3%	0.2%
O=C(CN1CCCCC1)Nc1ccc(S(=O)(=O)N2CCCCCC2)cc1	-2.5%	-18.9%	2.2%	-13.8%	i	-1.0%	i	-7.8%	-3.2%	-0.4%	-0.2%
C=CCOC(=O)C1=C(C)Nc2nc3ccccc3n2C1c1ccncc1 (configuration not stated)	-1.9%	5.9%	-1.1%	?	1.42e-08M*	0.9%	1.5e-08M*	-12.6%	-5.5%	0.7%	-2.1%
Cc1cc(Nc2cccc(C(F)(F)F)c2)n2nc(C)nc2n1	-1.1%	12.2%	0.0%	?	i	0.7%	i	-1.5%	-1.5%	-0.4%	1.9%
O=C(O)c1ccc(OC(F)(F)C(F)C(F)(F)F)cc1 (configuration not stated)	-1.1%	4.8%	-4.3%	-11.4%	3.17e-07M*	-5.1%[57.5 µM]	2.89e-07M*	4.8%	-6.2%	?	2.9%
Cc1nn(CCc2nn[nH]n2)c2nc(C(F)(F)F)cc(C(F)(F)F)c12	-0.9%	13.6%	-1.1%	?	4.7e-07M*	-0.5%	3.45e-07M*	-1.2%	-6.4%	-1.2%	-0.5%
O=S(=O)(NCc1cccnc1)c1cc(Cl)ccc1Cl	-0.5%	1.9%	-2.1%	-12.7%	i	2.8%[0.369 µM]	i	-2.1%	·	-0.7%	-0.5%
Cn1c(=O)oc2cc(S(=O)(=O)NCCN3CCN(c4ccccc4F)CC3)ccc21	-0.5%	4.1%	1.9%	-7.3%	·	-0.6%	·	-1.7%	13.1%	-3.2%	-2.2%
COc1ccc(CNc2nc3nc(C)c(Cl)c(=O)n3[nH]2)cc1OC	-1.0%	9.6%	2.2%	-2.2%	?	2.5%[57.5 µM]	i	3.4%	-7.2%	1.3%	-0.3%
Cc1cnc(NC(=O)CSc2ncc(-c3ccccc3)n2Cc2ccco2)s1	0.0%	-20.7%	0.0%	17.7%	i	-0.6%	i	-3.1%	-11.2%	?	-2.6%
FC(F)Oc1ccccc1C1CC(c2ccc(Br)s2)Nc2ncnn21 (configuration not stated)	-1.8%	28.1%	4.3%	9.1%	i	-1.3%	i	-1.7%	-14.3%	-12.2%	-1.8%
Cc1ccccc1Cn1cc(S(=O)(=O)CC(=O)Nc2nccs2)c2ccccc21	-2.3%	-2.8%	2.2%	?	i	-0.6%	i	-3.9%	-2.0%	-4.9%	-1.1%

# An excerpt from above in order of length of the SMILES, rising.
SMILES	BRCT PPI red	15-hLO inh	GFP derepression	CRE Fsk mod	A350 autofl	HBB splicing	4MU fluor	Pol III holo inh	Ub-GFP proteasome	Hsp90 Hop PPI	BRCT inh green
FC(F)Oc1ccccc1C1CC(c2ccc(Br)s2)Nc2ncnn21 (configuration not stated)	-1.8%	28.1%	4.3%	9.1%	i	-1.3%	i	-1.7%	-14.3%	-12.2%	-1.8%
O=C(CN1CCCCC1)Nc1ccc(S(=O)(=O)N2CCCCCC2)cc1	-2.5%	-18.9%	2.2%	-13.8%	i	-1.0%	i	-7.8%	-3.2%	-0.4%	-0.2%
Cn1c(=O)oc2cc(S(=O)(=O)NCCN3CCN(c4ccccc4F)CC3)ccc21	-0.5%	4.1%	1.9%	-7.3%	·	-0.6%	·	-1.7%	13.1%	-3.2%	-2.2%
